PhoP GFP inhibition: Inhibition of PhoP regulon, Salmonella typhi GFP reporter cells, confirmation, 4 h (AID 1850); Salmonella Typhi PhoP-promoter GFP reporter, fluorescence, 4 h; higher % means a stronger effect; one-dose inhibition, % at 50 µM; IC50 in µM for titrated hits; 310,000 tested, 0.33% active; in the data active means a potency from the dose series; inconclusive means inhibition mostly from about 25% at the one dose, without a potency; inactive means the rest, 99 in 100 with inhibition below about 19%;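 further: 0% = induced wells with vehicle and 100% = uninduced wells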
H1N1 NS1A inhibition: H1N1 influenza NS1A inhibitors, functional cell based assay (AID 504329). 340,000 tested, 0.3% active. NS1A functional cell-based assay, percent inhibition; higher % means a stronger effect. inhibition, % at 12.5 µM, or IC50 in µM where a hit was titrated; in the data active means a potency from the dose series; inconclusive means inhibition above about 27% without an active follow-up result; further: strong numbers were not always called active
M. tuberculosis HTS: M. tuberculosis growth inhibition, HTS (AID 449762); M. tuberculosis H37Rv growth inhibition, 7H9 media; higher % means a stronger effect; 330,000 tested, 0.59% active; one-dose inhibition, % at 25 µM; IC50 in µM for titrated hits; in the data active means a potency from the dose series; inconclusive means inhibition above about 70% without an active follow-up result;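 further: bacterial growth assessed after seven days of incubation; strong numbers were not always called active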
M. tuberculosis: growth inhibition of non-replicating M. tuberculosis (AID 488890); Mycobacterium tuberculosis non-replicating, growth inhibition; higher % means a stronger effect; inhibition, % at 25 µM; hits with a dose series show IC50 in µM; 320,000 tested, 0.39% active; in the data active means a potency from the dose series; inconclusive means inhibition mostly from about 82% at the one dose, without a potency; inactive means the rest, 99 in 100 with inhibition below about 76%;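 further: plate controls were DMSO cells for no effect and high antibiotic wells for full effect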
inhibitors of VEEV: inhibitors of VEEV TC-83 cytopathic effect, confirmation, Vero cells (AID 588727) | 350,000 tested, 0.13% active | Vero cells, VEEV TC-83 cytopathic effect inhibition; higher % means a stronger effect | one-dose inhibition, % at 20 µM; IC50 in µM for titrated hits; in the data active means a potency from the dose series; inconclusive means inhibition mostly from about 14% at the one dose, without a potency; inactive means the rest, 99 in 100 with inhibition below about 12%; further: strong numbers were not always called active
* hit, by the source's call; i = inactive; ? = inconclusive; . = no result given.

Each structure is followed by: PhoP GFP inhibition, M. tuberculosis, inhibitors of VEEV, M. tuberculosis HTS, H1N1 NS1A inhibition
- CCOc1ccc(C)cc1S(=O)(=O)NC1CCCCCC1
→ -8%, 0%, 1.7%, -16%, -11%
- CCOc1ccccc1NC(=O)c1cc(C(=O)Nc2ccccc2OCC)cc(N2C(=O)CCC2=O)c1
→ -5%, -16%, 0.4%, 3%, 3%
- O=c1c2ccccc2nc(/C=C/c2ccc(Cl)cc2)n1CCO
→ 7%, 44%, 6.0%, 8%, -4%
- Cc1ccccc1NC(=O)CC(=O)c1ccccc1
→ -7%, 14%, i, 7%, 1%
- C=CCn1c(SCC(=O)O)nnc1-c1cccc(Cl)c1
→ 2%, -1%, i, -1%, -1%
- CC(=O)Nc1ccc(NC(=O)C2CCCN2C(=O)Nc2ccc(F)c([N+](=O)[O-])c2)cc1 (stereo unspecified)
→ -6%, -1%, i, -5%, -2%
- CCN(C(=O)COC(=O)/C=C/c1cccc([N+](=O)[O-])c1)c1c(N)n(Cc2ccccc2)c(=O)[nH]c1=O
→ ., 19%, i, 1%, -12%
- CNCc1ccccc1Sc1ccc(OC)c(OC)c1
→ 15%, 28%, i, -4%, 2%
- Cc1cc(=O)oc(C)c1C(=O)N[C@@H]1CCCCNC1=O
→ -4%, -7%, 4.6%, -9%, 9%
- COc1ccc(NC(=O)Cc2c(C(=O)O)n(C)c3ccccc23)cc1OC
→ -2%, -10%, 1.4%, -2%, 1%
- CCOC(=O)C1(Cc2cccc(OC)c2)CCN(Cc2csc(C(C)=O)c2)CC1
→ -2%, 12%, 0.2%, 4%, -1%
- Cc1nc(-c2ccccn2)nc(N(C)c2ccccc2)c1Cl
→ 1%, ?, i, ?, -21%
- Cc1ccc(S(=O)(=O)c2ccccc2)cc1S
→ -29%, 29%, ., 9%, .
- O=C(O)CCN1C(=O)c2ccc(NC(=O)CSc3ccc(Cl)cc3)cc2C1=O
→ 5%, 11%, 1.4%, 9%, -21%
- CCCc1nnc2n1N=C(c1ccc(C)cc1)CS2
→ -32%, 28%, i, -1%, -4%
- Cc1[nH]c(=O)[nH]c1C(=O)CCCCC(=O)O
→ -4%, -17%, 0.1%, -7%, 2.1µM*
- COc1ccc(/C=C2\SC(=O)N(CCNC(=O)Cc3coc4cc(C)ccc34)C2=O)cc1OC
→ -8%, 9%, 1.9%, 7%, -5%
- COc1ccccc1OCc1ccc(C(=O)NC2CCCCC2)o1
→ 5%, 15%, 3.5%, 3%, 14%
- CCCOc1ccc(S(=O)(=O)N2CCN(C)CC2)c2ccccc12
→ 4%, -2%, i, 5%, 7%
- CC(C)N1CCc2c(sc(NC(=S)NC(=O)c3ccccc3)c2C#N)C1
→ -10%, ?, 3.9%, ?, 3%

Ordered by SMILES length (highest first): 7 of the compounds above
Each structure is followed by: PhoP GFP inhibition, M. tuberculosis, inhibitors of VEEV, M. tuberculosis HTS, H1N1 NS1A inhibition
- CC(=O)Nc1ccc(NC(=O)C2CCCN2C(=O)Nc2ccc(F)c([N+](=O)[O-])c2)cc1 (stereo unspecified)
→ -6%, -1%, i, -5%, -2%
- COc1ccc(/C=C2\SC(=O)N(CCNC(=O)Cc3coc4cc(C)ccc34)C2=O)cc1OC
→ -8%, 9%, 1.9%, 7%, -5%
- O=C(O)CCN1C(=O)c2ccc(NC(=O)CSc3ccc(Cl)cc3)cc2C1=O
→ 5%, 11%, 1.4%, 9%, -21%
- CCCOc1ccc(S(=O)(=O)N2CCN(C)CC2)c2ccccc12
→ 4%, -2%, i, 5%, 7%
- O=c1c2ccccc2nc(/C=C/c2ccc(Cl)cc2)n1CCO
→ 7%, 44%, 6.0%, 8%, -4%
- Cc1ccccc1NC(=O)CC(=O)c1ccccc1
→ -7%, 14%, i, 7%, 1%
- CNCc1ccccc1Sc1ccc(OC)c(OC)c1
→ 15%, 28%, i, -4%, 2%

Going on with the list.
Each structure is followed by: PhoP GFP inhibition, M. tuberculosis, inhibitors of VEEV, M. tuberculosis HTS, H1N1 NS1A inhibition
- Cc1ccc(S(=O)(=O)N2CCN(C(=O)CN3C(=O)NC(C)(c4ccc(Cl)cc4)C3=O)CC2)c(C)c1 (stereo unspecified)
→ ., 58%, 2.0%, -9%, 5%
- Cc1cccc(C)c1NC(=O)CC(C)c1ccccc1 (stereo unspecified)
→ 1%, 6%, i, 7%, -6%
- CCCCCn1c(SCC(=O)OCC)nc2cc(C(=O)N3CCC(C(N)=O)CC3)ccc2c1=O
→ 7%, 5%, 3.4%, 1%, 1%
- COc1ccccc1CCNC(=O)C(=O)NCCC1CCCCN1S(=O)(=O)c1ccccc1 (stereo unspecified)
→ 6%, 23%, 7.8%, 8%, -13%
- Cc1ccc(S(=O)(=O)NC(=O)c2cc(C)n(-c3cc(S(=O)(=O)N4CCOCC4)ccc3N3CCCC3)c2C)cc1
→ 2%, ., i, ., -14%
- COc1ccc(NC(=O)CN(C)C(=O)CSC(c2ccccc2)c2ccccc2)cc1
→ ., 17%, 1.8%, 2%, 4%
- O=C(CSc1nc2ccccc2n1CCc1ccccc1)c1ccc(O)c(O)c1
→ ., ., i, ., 7%
- N#Cc1c(N2CCOCC2)nc(N)c2c(N)nc3c(c12)CC(CCl)O3 (stereo unspecified)
→ -4%, -3%, 4.4%, -10%, -9%
- CCC(C)(C)C1CCC(=NNc2nc3ccccc3[nH]2)CC1 (stereo unspecified)
→ -2%, 14%, 1.6%, 8%, 1%
- Cc1ccc2nc3c(cc2c1)CN(Cc1ccco1)C(=NCC1CCCO1)S3 (stereo unspecified)
→ -13%, 0%, 1.4%, -5%, 9%
- CC(=O)c1ccc(NC(=O)CN2CCCCCC2)cc1
→ 31%, 1%, i, 5%, 9%
- O=C(Cc1ccccc1)NCCS(=O)c1ccc(Cl)cc1 (stereo unspecified)
→ -10%, -6%, 0.0%, 5%, -2%
- Cc1csc2nc(COC(=O)CNC(=O)c3ccc(Cl)cc3)cc(=O)n12
→ ., -6%, 1.3%, -6%, 1%
- O=C(Nc1ccc(N2CCN(c3ncccc3C(F)(F)F)CC2)nc1)c1cccs1
→ -21%, 73%, 4.9%, 34%, 4%
- CN1CCC(NC(=S)Nc2cccc([N+](=O)[O-])c2)CC1
→ 5%, 9%, i, 1%, -4%
- COc1ccc(NC(=O)C2CCCN(S(=O)(=O)c3c(C)n[nH]c3C)C2)cc1 (stereo unspecified)
→ 10%, -11%, 0.5%, -2%, 9%
- O=C(Nc1cccnc1)c1cc(Cl)ccc1Cl
→ -4%, i, 1.4%, -3%, -3%
- CCOC(=O)c1c(NC(=O)C(C)N2CCN(S(=O)(=O)c3cccs3)CC2)sc2c1CCC(C)C2 (stereo unspecified)
→ -6%, ., i, 1%, 3%
- Nc1c(C(=O)c2ccccc2O)cnn1-c1ccc(S(=O)(=O)N2CCOCC2)cc1[N+](=O)[O-]
→ -2%, -15%, ., 3%, .
- Cc1cccc(NC(=O)c2ccccc2Br)n1
→ 24%, -17%, 3.4%, -6%, 4%

Each structure is followed by: PhoP GFP inhibition, M. tuberculosis, inhibitors of VEEV, M. tuberculosis HTS, H1N1 NS1A inhibition
- CN(c1ccc(C(=O)NCc2ccc3c(c2)OCO3)cc1)S(=O)(=O)c1ccccc1
→ 0%, -11%, 2.9%, 7%, -2%
- OCCN(Cc1ccccc1)CC1CC2C=CC1C2 (stereo unspecified)
→ -7%, -6%, 0.2%, -6%, 16%
- Cc1ccc2c(C(=O)CN3CCOCC3)c(C)[nH]c2c1
→ 1%, 2%, 1.2%, 3%, -10%
- Nc1ccc(N2CCN(c3ccccc3)CC2)c(F)c1
→ -7%, 11%, 1.6%, -7%, -3%
- Cc1cc(Br)ccc1NC(=O)CCN1C(=O)c2ccncc2C1=O
→ -5%, 3%, i, 5%, 5%
- CCOc1c(Br)cc(C(=O)OCC(=O)N2CCc3ccccc3C2)cc1OC
→ ., 66%, i, 35%, -15%
- Cc1nnc(SCC(=O)N2CCOCC2)n1C
→ -3%, 1%, 1.1%, -2%, -6%
- COc1ccc(Cc2nc(C(=O)Nc3ccc(OC)cc3)cs2)cc1
→ -7%, ?, 0.5%, 63%, 2%
- CCC(CC)NC(=O)c1cccc(Oc2ccccc2)c1
→ -4%, 24%, i, -7%, -8%
- CCc1cccc2c(C(=O)COC(=O)/C=C/c3ccccc3OC)c[nH]c12
→ -5%, 23%, 2.8%, 13%, 6%
- COc1cccc(OCC(=O)NNC(=O)c2ccc3ccccc3c2O)c1
→ ., ., 0.2%, ., 3%
- C=C1N(c2ccc(Cl)cc2)C(=O)OC1(C)C
→ 6%, -34%, 4.7%, -12%, 1%
- C#CC[N+](C)(C)CCCCCCCCCCCC
→ -7%, 68%, 1.3%, -10%, -31%
- CC1CC(C)CN(C(C)C(=O)Nc2cc(S(=O)(=O)N3CCCCC3)ccc2Cl)C1 (stereo unspecified)
→ ., 0%, 4.5%, -6%, -15%
- COc1cccc(-c2noc(-c3ccoc3C)n2)c1
→ 9%, -11%, 5.8%, 0%, -9%
- Cc1nn(C)cc1S(=O)(=O)Nc1cccc(Cl)c1
→ 8%, -9%, 2.3%, -3%, -9%
- CCOC(=O)c1ccc(Nc2cc(C)nc3nc(C)nn23)cc1
→ 5%, ., 8.8%, -8%, 2%
- COc1ccc(N2C(=O)[C@@H]3[C@H](C2=O)[C@H](C(C)=O)N2c4ccccc4C=C[C@@H]32)cc1
→ -8%, -2%, 4.1%, -2%, -14%
- CC(C)C(=O)Nc1ccc(NC(=O)c2cc3ccccc3o2)cc1
→ 20%, -5%, 1.0%, -6%, 0%
- O=C(O)/C=C/C(=O)NNC(=O)c1ccc(Br)cc1
→ -4%, -12%, 0.5%, 0%, -7%

Each structure is followed by: PhoP GFP inhibition, M. tuberculosis, inhibitors of VEEV, M. tuberculosis HTS, H1N1 NS1A inhibition
- COC(=O)c1sc(N/N=C/c2ccc(C(C)C)cc2)nc1C
→ -7%, -4%, 8.5%, 3%, 5%
- CC/C(=N\NC(=O)c1ccc(N(C)C)cc1)c1ccccc1
→ 0%, 3%, 1.6%, -1%, 0%
- O=C(CSC(=S)N1CCOCC1)Nc1ncc2c(n1)CCCC2=O
→ 7%, -7%, 1.2%, -4%, -18%
- Cn1c(N)c(C(c2ccccc2)c2c(N)n(C)c(=O)n(C)c2=O)c(=O)n(C)c1=O
→ 3%, 4%, 0.1%, 0%, 3%
- CC(=O)Nc1ccc(S(=O)(=O)N2CCSC2c2ccccc2)cc1 (stereo unspecified)
→ -13%, 0%, 1.3%, 0%, -3%
- CC(NC(=O)C1CCCN1S(=O)(=O)c1ccccc1)c1ccccc1 (stereo unspecified)
→ -4%, 5%, i, 6%, -3%
- CC(=O)c1sc(NC(=O)CSC(C)C(=O)Nc2cc(C)on2)nc1-c1ccccc1 (stereo unspecified)
→ -1%, 28%, 9.7%, -1%, -13%
- COc1ccc(Nc2ccc(C(F)(F)F)cc2[N+](=O)[O-])cn1
→ -14%, 13%, 3.1%, 4%, 12%
- O=C(O)c1cc([N+](=O)[O-])cc([N+](=O)[O-])c1N1CCN(c2cccc(C(F)(F)F)c2)CC1
→ -3%, 10%, i, -9%, 23%
- O=C(CN1CCN(c2ccc(Cl)cc2[N+](=O)[O-])CC1)N1CCOCC1
→ 0%, -19%, 1.5%, -8%, -21%
- COc1cc2c(=O)n(CCC(=O)NCC3CCCO3)c(=O)n(CC(=O)Nc3ccc(C)c(C)c3)c2cc1OC (stereo unspecified)
→ -13%, 9%, 3.2%, -9%, 6%
- COc1ccc(N=C2SC(CC(=O)Nc3ccccc3)C(=O)N2CCN2CCOCC2)cc1 (stereo unspecified)
→ 2%, 8%, i, 6%, 7%
- CCOC(=O)NC(=O)/C(C#N)=C/c1ccc(N(C)C)cc1
→ 11%, 12%, i, 1%, .
- CCOC(=O)CC(NC(=O)Cn1nnc(-c2ccccc2F)n1)c1ccc(OC)cc1 (stereo unspecified)
→ -2%, -14%, 2.2%, -12%, 6%
- CCOC(=O)CNc1nc(Cl)nc(N2CCCCC2)n1
→ -2%, 6%, i, -7%, -2%
- N#Cc1cc([N+](=O)[O-])ccc1NC(=O)CSc1n[nH]c(=O)n1C1CC1
→ ., -21%, 1.8%, -6%, -5%
- N#CC1(NC(=O)COC(=O)c2cc([N+](=O)[O-])ccc2N2CCCC2)CCCCC1
→ -4%, 13%, i, 5%, 2%
- COCCN1Cc2cccc(C(=O)Nc3cccnc3)c2C1=O
→ -10%, -3%, 2.5%, -7%, 4%
- C#CCOCCOCCOCCNc1nc(N2CCOCC2)nc(N2CCN(C(=O)CCCCCCCCCCNC(=O)[C@@H]([C@H](C)CC)n3cc(CCCCCN)nn3)CC2)n1
→ 3%, 53%, 1.4%, ?, 7%
- O=C(O)c1cc(-c2ccccc2Cl)n(-c2cccc(Cl)c2)n1
→ 5%, 14%, i, 5%, -3%
